PLCg1 inh – inhibitors of human phospholipase C gamma1; P19174; purified PLC-gamma1, fluorogenic substrate, fluorescence; inhibition, % at 12.2 µM; 370,000 tested, 0.84% active; AID 720700; in the data active = inhibition above about 9.5%
Target sequence (P19174 whole entry, looked up): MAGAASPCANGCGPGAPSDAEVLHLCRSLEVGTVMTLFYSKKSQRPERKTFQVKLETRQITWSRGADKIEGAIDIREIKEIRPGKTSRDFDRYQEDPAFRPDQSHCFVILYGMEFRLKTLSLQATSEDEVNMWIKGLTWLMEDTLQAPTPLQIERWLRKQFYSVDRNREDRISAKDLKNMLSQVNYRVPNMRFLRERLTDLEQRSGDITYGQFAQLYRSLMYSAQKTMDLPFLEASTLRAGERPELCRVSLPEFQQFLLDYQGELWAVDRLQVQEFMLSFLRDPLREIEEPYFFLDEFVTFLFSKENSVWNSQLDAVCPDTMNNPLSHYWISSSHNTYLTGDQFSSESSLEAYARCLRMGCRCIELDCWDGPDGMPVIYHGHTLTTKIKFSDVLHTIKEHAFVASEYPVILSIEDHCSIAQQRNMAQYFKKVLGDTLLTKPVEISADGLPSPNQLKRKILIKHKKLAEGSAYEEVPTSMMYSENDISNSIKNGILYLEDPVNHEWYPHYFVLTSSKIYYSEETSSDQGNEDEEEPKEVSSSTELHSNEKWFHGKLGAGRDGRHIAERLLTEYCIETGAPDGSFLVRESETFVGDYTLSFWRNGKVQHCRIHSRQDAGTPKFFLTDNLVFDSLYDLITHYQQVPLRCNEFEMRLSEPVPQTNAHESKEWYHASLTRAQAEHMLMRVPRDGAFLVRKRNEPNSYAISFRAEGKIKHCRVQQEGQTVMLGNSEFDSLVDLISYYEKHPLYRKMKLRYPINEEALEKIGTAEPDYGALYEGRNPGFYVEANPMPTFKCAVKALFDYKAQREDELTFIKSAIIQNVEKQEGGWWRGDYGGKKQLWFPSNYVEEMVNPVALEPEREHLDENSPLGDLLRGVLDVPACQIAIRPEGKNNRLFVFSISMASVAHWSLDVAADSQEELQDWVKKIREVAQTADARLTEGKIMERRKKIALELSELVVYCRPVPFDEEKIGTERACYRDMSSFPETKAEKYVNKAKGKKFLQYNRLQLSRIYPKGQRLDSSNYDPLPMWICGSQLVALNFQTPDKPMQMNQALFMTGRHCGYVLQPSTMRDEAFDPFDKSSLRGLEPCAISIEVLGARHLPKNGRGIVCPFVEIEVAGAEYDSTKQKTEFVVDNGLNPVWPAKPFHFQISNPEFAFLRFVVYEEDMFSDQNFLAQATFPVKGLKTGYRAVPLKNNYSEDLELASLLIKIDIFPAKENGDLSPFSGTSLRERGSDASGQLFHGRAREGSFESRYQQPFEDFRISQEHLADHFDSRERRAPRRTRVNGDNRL
ARFGAP1 inh – rat ARFGAP1 inhibition; Q62848; Arfgap1-stimulated ARF1 GTP hydrolysis, GDP FP detection; inhibition, % at 16.5 µM; 360,000 tested, 0.26% active;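 active = inhibition above a per-plate limit, mean inhibition of low control wells plus 3 SD, cut at about 25% in these data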;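 note: 0% = DMSO wells with enzyme and 100% = wells lacking Arfgap1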
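Repeats: one replicate per compound; assay system: rat Arfgap1 catalytic domain, aa 1-136; times: enzyme reaction 120 min at 25 °C after 20 min preincubation; detection: FP of antibody-bound GDP Alexa 633 tracer, ex 620/em 688 nm; benchmarks: high control wells lacking Arfgap1, low control full reaction with DMSO; reagent: human ARF1(Δ1-17)-GTP substrate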
ASAP1 inh – ASAP1 ArfGAP inhibition; ASAP1-stimulated ARF1 GTP hydrolysis, GDP FP detection; inhibition, % at 16.5 µM; AID 624377; Q9ULH1; 360,000 tested, 0.19% active; in the data active = inhibition above about 25%;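 note: 0% = vehicle with enzyme and substrate and 100% = no enzyme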
Tn6 DDE FP – DD(E)-Tn6 binding inhibition, primary FP screen. AID 720509. 370,000 tested, 0.21% active. P02675. inhibition, % at 8.3 µM. Fibrin DD(E) TRITC-Tn6 fluorescence polarization displacement;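 active = inhibition above a per-campaign cutoff: mean of compounds within control limits plus 3 SD, cut at about 15% in these data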;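 note: 0% = median of all compound wells on the plate and 100% = blocking peptide control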
TDP2 absorb – blocks human TDP2 phosphodiesterase activity; 370,000 tested, 0.34% active; inhibition, % at 12.8 µM; AID 720702; recombinant TDP2, T5PNP hydrolysis, p-nitrophenol absorbance 415 nm;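 active = inhibition above the mean of all tested compounds plus 3 SD, set per campaign, cut at about 25% in these data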;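 note: 0% = DMSO with enzyme and 100% = buffer with substrate but no TDP2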
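Incubation: 2 h at 37 °C; Test system: recombinant human TDP2; Quantity: enzyme 120 nM; Read-out basis: percent inhibition; Medium: 50 mM Tris-HCl pH 7.5 with Mg2+, KCl, DTT, BSA; Repeats: single replicate; Compound: 12.8 µM single point, 1% DMSO; Signal: epi absorbance; Reagent: 5 mM T5PNP chromogenic substrate; Benchmarks: no-enzyme high, DMSO-plus-enzyme low.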
Tn7 DDE FP – disrupts Tn7 cyclic peptide binding to fibrin D-Dimer-E complex | P02675 | FP displacement of FITC-Tn7 peptide from fibrin DD(E); 0% = median of compound wells per plate | inhibition, % at 8.3 µM | 370,000 tested, 0.13% active | AID 720508;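 active = inhibition above the mean of compounds falling within the control limits plus 3 SD of them, cut at about 14% in these data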;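 note: 0% = plate median of compound wells and 100% = 10 µM Aha-Tn7 peptide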
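Assay system: human fibrin DD(E) protein / Input: 2 µM fibrin DD(E) / Benchmarks: high control of 10 µM Aha-Tn7 peptide / Measured by: fluorescence polarization of the labelled Tn7 tracer / Medium: Tris buffer with calcium and detergent, pH 7.8 / Timing: 10 min compound pre-incubation, 3 h probe incubation at room temperature / Repeats: one replicate per compound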
ADAM10 inh – inhibits human ADAM10 | recombinant ADAM10, EDANS/DABCYL FRET peptide cleavage, 3 h | inhibition, % at 7 µM | 370,000 tested, 0.62% active;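 active = inhibition above a per-campaign cutoff equal to the mean of compounds falling between control-based bounds plus 3 SD, cut at about 20% in these data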;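 note: 0% = DMSO wells while the 100% control is not disclosed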
PLCb3 inh – PLC-beta3 (human) inhibition, primary screen; inhibition, % at 12.2 µM; Q01970; Purified PLC-beta3, fluorogenic substrate, fluorescence; 370,000 tested, 0.18% active; AID 720704; in the data active = inhibition above about 11%;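 note: 0% = median of compound wells on plate and 100% = full blocker control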
ADAM17 inh – inhibits human ADAM17. recombinant ADAM17, EDANS/DABCYL FRET peptide cleavage. P78536. inhibition, % at 6.95 µM. 370,000 tested, 0.83% active;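 active = inhibition above the mean of compounds lying between control limits plus 3 SD, set per campaign, cut at about 8.5% in these data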;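 note: 0% = DMSO-only wells as the low control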
SIAE primary – inhibitors of human sialic acid acetylesterase SIAE; SIAE FP-Rh probe binding, fluorescence polarization; Q9HAT2; inhibition, % at 9.66 µM; 370,000 tested, 0.69% active;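 active = inhibition above a cutoff: mean of compounds within the control limits plus 3 SD of those, cut at about 17% in these data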;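 note: 0% = plate median of compound wells and 100% = probe without SIAE protein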
Starred values were filed as active, the others as inactive.

#	Compound	ASAP1 inh	ADAM10 inh	PLCg1 inh	PLCb3 inh	ARFGAP1 inh
1	CC1CCC(NC(=O)c2ccc(Br)o2)CC1 (stereo not given)	6	-10	-2	3	-5
2	CCCCN(C(=S)NC(=O)c1ccccc1)c1c(N)n(Cc2ccccc2)c(=O)[nH]c1=O	9	-3	1	-3	14
3	CCOC(=O)c1sc(-c2ccc(Cl)cc2)nc1O	-13	-3	-147	-196	-6
4	Cc1ccc(C(=O)NC(=C(Cl)Cl)S(=O)(=O)c2ccc(Cl)cc2)cc1	-8	14	5	-7	-3
5	COc1nccc(C(F)(F)F)c1C(=O)Nc1ccc(Cl)cc1	8	-3	0	-8	-4
6	O=C(CN(C(=O)CCC(=O)Nc1nccs1)c1ccc2c(c1)OCO2)NCc1ccccc1	7	-5	-1	-8	-5
7	COc1cc(C(=O)OCC(=O)c2c(N)n(C)c(=O)n(C)c2=O)ccc1OCCC(C)C	0	7	1	6	-12
8	Cc1ccc(Cn2cnc3c(cnn3-c3ccc(F)cc3)c2=O)cc1	13	-4	2	-2	-3
9	CCc1ccccc1NC(=O)C1CCCN1S(=O)(=O)c1ccc2c(c1)n(C)c(=O)c(=O)n2C (stereo not given)	5	-2	1	-4	10
10	Cc1ccc(CN2CCN(C(=O)c3ccco3)CC2)cc1	-3	4	1	1	4
11	CCOc1nc(NC(C)C)nc(NC(C)C)n1	1	6	-2	-1	5
12	CCCCCCCC[n+]1c(C)n(-c2ccccc2)c2ccc(NC(C)=O)cc21	1	-7	-8	-9	2

#	Tn7 DDE FP	TDP2 absorb	ADAM17 inh	SIAE primary	Tn6 DDE FP
1	-5	0	-4	11	2
2	0	3	-1	1	-2
3	0	9	0	-2	-1
4	1	-17	3	5	0
5	3	13	-4	-1	-1
6	7	-12	1	-3	4
7	3	-2	0	4	-9
8	-1	-12	4	4	0
9	2	-2	-3	-5	-9
10	-3	3	-1	6	4
11	1	-4	-2	4	-6
12	-5	0	-2	4	5

Other structures.
#	Compound	ASAP1 inh	ADAM10 inh	PLCg1 inh	PLCb3 inh	ARFGAP1 inh
13	Cc1ccc2c(C)c(C(=O)N3CCC(O)(c4ccccc4)CC3)oc2c1C	-3	10	-4	-8	-6
14	CCN(CC)CCOC(=O)C(Cc1cccc2ccccc12)CC1CCCO1 (stereo not given)	7	-5	-5	-13	7
15	COC(=O)c1ccccc1NC(=O)CCS(=O)(=O)c1ccc(Br)cc1	-13	-5	-2	-5	-2
16	Cc1ccc(C2=NN(C(=O)CN3C(=O)c4ccccc4S3(=O)=O)C(c3ccco3)C2)cc1 (stereo not given)	7	-2	-1	-5	1
17	CCOC(=O)c1csc(NC(=O)CSc2nnnn2CC)n1	-3	4	-2	3	-4
18	Cc1ccccc1NS(=O)(=O)c1cc2c(cc1C)NC(=O)CO2	-20	0	0	-3	-9
19	CCCC(c1nnnn1Cc1cccs1)N1CCN(c2nc3ccccc3s2)CC1 (stereo not given)	-3	-2	-3	1	1
20	Cc1ccc(S(=O)(=O)NC(C)C(c2cccs2)N2CCN(C)CC2)cc1 (stereo not given)	-6	4	2	3	-6
21	O=C(C[N+]1(CC#Cc2ccccc2)CCCCC1)c1ccccc1	-2	9	3	-1	4
22	O=C(CSc1nc2scc(-c3ccccc3)c2c(=O)[nH]1)NC1CCCCC1	-4	-4	-2	0	0
23	COc1ccccc1NS(=O)(=O)c1cc(N=N/C(C(=O)Nc2ccc(Cl)cc2)=C(/C)O)ccc1C	5	-5	2	-1	5
24	CN(C(=O)CN(c1ccccc1)S(=O)(=O)c1ccc(F)cc1)C1CCS(=O)(=O)C1 (stereo not given)	-4	4	1	-5	1

#	Tn7 DDE FP	TDP2 absorb	ADAM17 inh	SIAE primary	Tn6 DDE FP
13	-3	-13	3	5	0
14	0	1	-6	3	4
15	2	-3	-5	1	8
16	4	-10	-1	-7	2
17	9	-8	-6	-1	-1
18	5	5	-5	-4	-5
19	0	-6	-2	-7	-5
20	0	7	0	5	-2
21	-5	-5	1	0	-3
22	2	6	-2	-4	1
23	0	1	1	-4	2
24	-1	9	-1	-3	2

(further entries)
#	Compound	ASAP1 inh	ADAM10 inh	PLCg1 inh	PLCb3 inh	ARFGAP1 inh
25	Cc1cc(NC(=O)CSc2nc3cc(C(=O)NCCCOC(C)C)ccc3c(=O)n2Cc2ccco2)no1	-5	-5	3	-2	-4
26	Cc1cc(C)n(CCC(=O)N2CCc3ccccc32)n1	-16	-5	-1	-6	3
27	COc1cccc(C(=O)N2CCN(C(=O)Cc3ccccc3)CC2)c1	2	-3	0	5	-17
28	O=C(CSc1ncnc2ccccc12)Nc1ccc2c(c1)OCO2	-1	-13	-1	-2	-9
29	Cc1ccc(C(O)CSc2nnc(-c3ccc4ccccc4c3)n2C)cc1 (stereo not given)	-1	-3	2	-4	0
30	O=C(NCCc1nc2ccccc2[nH]1)C1CCC(=O)N(CCc2cccc(F)c2)C1 (stereo not given)	-5	-10	0	-2	-6
31	Cc1occc1-c1nc(-c2ccccn2)no1	7	-2	-3	0	-8
32	O=C1CN(C(=O)COC(=O)CCC(=O)c2ccc(Cl)cc2)c2ccccc2N1	6	-10	-1	-3	11
33	COc1ccc(NC(=O)Nc2cccc3c2O[C@@H](CN(C)CC2CCCCC2)[C@@H](C)CN([C@H](C)CO)C3=O)cc1	10	2	1	2	16
34	COc1cccc(/C=C2\SC(=S)N(CCCC(=O)Nc3cc(C)on3)C2=O)c1	18	-3	0	-4	-3
35	C/C(=N/N1CCN(c2ccccn2)CC1)c1ccc([N+](=O)[O-])cc1	4	-7	0	1	1
36	CCCCNc1cc(F)nc(N)n1	12	14	4	2	-17

#	Tn7 DDE FP	TDP2 absorb	ADAM17 inh	SIAE primary	Tn6 DDE FP
25	-1	4	-2	-2	6
26	-2	16	-3	11	-6
27	2	1	0	-6	-1
28	-1	4	-5	5	-2
29	7	5	-4	-8	8
30	-3	0	-3	-9	9
31	2	-3	-7	-3	4
32	10	10	-3	-4	6
33	-1	-6	-2	6	-1
34	-5	22	1	-6	-1
35	3	14	0	16	7
36	3	-5	-3	4	-12

(listing goes on)
#	Compound	ASAP1 inh	ADAM10 inh	PLCg1 inh	PLCb3 inh	ARFGAP1 inh
37	Nc1nc(SCC(=O)Nc2cccc([N+](=O)[O-])c2)n[nH]1	2	-12	7	10	-1
38	CCN(C(=O)COC(=O)CCc1ccccc1)c1ccccc1	5	-2	-1	-2	-10
39	O=C(CN1CCOCC1)Nc1ccccc1C(=O)O	-2	1	0	4	4
40	O=C(CCN1C(=O)[C@@H]2Cc3ccccc3CN2C1=O)N[C@H](C(=O)O)c1ccccc1	-10	-10	0	-5	-4
41	c1ccc(CSc2ncnc3c2ncn3C2CCCCO2)cc1 (stereo not given)	12	5	3	2	7
42	COc1cc(/C=C2\CCCc3c2nc2ccccc2c3C(=O)O)cc(OC)c1O	-2	-7	-56	-88	4
43	O=C(CCCc1c[nH]c2ccccc12)Nc1ncccc1O	4	2	-1	-11	0
44	CCOC(=O)N1CCC(NC(=O)c2ccc3c(c2)N(Cc2ccc(C)cc2)CCS3)CC1	6	-253	-76	-100	7
45	CCOC(=O)c1ccc(N=Nc2c(C)c(C#N)c(O)[nH]c2=O)cc1	5	0	-8	-10	6
46	CC(NC(=O)COC(=O)c1cccnc1Cl)C12CC3CC(CC(C3)C1)C2 (stereo not given)	6	-7	-1	-6	11
47	COc1ccc(N2CC(O)=C(c3nc4ccccc4s3)C2=N)c(OC)c1	-7	-19	-30	-47	-1
48	CNc1nc(NCC2CCCCC2)c2sccc2n1	-1	-10	7	1	9
49	c1ccc(-n2c(-c3ccncc3)nnc2-c2cccs2)cc1	7	-14	-33	-47	13
50	CCOc1ccc(-n2c(C)c(C(C)=O)c(C(C)=O)c2C)cc1	2	-5	-1	1	4
51	COc1ccc(N2CCN(S(=O)(=O)CCNC(=O)C3CCCCC3)CC2)cc1	12	-1	3	-3	-1

#	Tn7 DDE FP	TDP2 absorb	ADAM17 inh	SIAE primary	Tn6 DDE FP
37	-2	-4	2	-5	4
38	6	2	-3	1	2
39	3	-5	2	7	2
40	2	1	-2	-4	3
41	-7	-9	-2	-3	3
42	-6	4	-6	-2	-6
43	0	10	-4	5	1
44	1	-2	-49	0	3
45	6	-2	-5	4	-4
46	11	2	-11	8	5
47	7	2	-4	4	-7
48	-1	-17	1	-4	1
49	-3	-4	-8	-3	-1
50	1	4	-5	-1	5
51	1	-8	1	5	-2

Fetched one by one from the entries so far:
#	Compound	ASAP1 inh	ADAM10 inh	PLCg1 inh	PLCb3 inh	ARFGAP1 inh
6	O=C(CN(C(=O)CCC(=O)Nc1nccs1)c1ccc2c(c1)OCO2)NCc1ccccc1	7	-5	-1	-8	-5
22	O=C(CSc1nc2scc(-c3ccccc3)c2c(=O)[nH]1)NC1CCCCC1	-4	-4	-2	0	0
45	CCOC(=O)c1ccc(N=Nc2c(C)c(C#N)c(O)[nH]c2=O)cc1	5	0	-8	-10	6

#	Tn7 DDE FP	TDP2 absorb	ADAM17 inh	SIAE primary	Tn6 DDE FP
6	7	-12	1	-3	4
22	2	6	-2	-4	1
45	6	-2	-5	4	-4
